Screens (PubChem)
UBC13 inh: human UBC13 polyubiquitination inhibition | P61088 | UBC13 polyubiquitin chain formation, TR-FRET | inhibition, % at 20 µM | 330,000 tested, 0.47% active | AID 485273; in the data active = inhibition above about 45%, passing the limit was not always enough
Apaf1 inhib: blocks human Apaf-1 apoptosome activity. O14727. reconstituted apoptosome caspase-3 activity, DEVD-Rh110 fluorescence. inhibition, % at 20 µM. 330,000 tested, 0.71% active; active = inhibition of at least 40% at 20 µM;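 also: plate controls were DMSO wells for no effect and DEVD-CHO caspase inhibitor wells for full effect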
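System: Apoptosome proteins | Medium: Hepes pH 7.5 with detergent and BSA | Also added: Cytochrome c trigger plus (Z-DEVD)2-Rh110 caspase-3 substrate | Incubation: 30 min compound preincubation, 50 min activation, room temperature | Detection: Rhodamine 110 fluorescence at Ex 480/Em 540 nm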
HKDC1 inh: blocks human hexokinase HKDC1 activity | recombinant HKDC1, G6PDH/diaphorase resazurin coupled fluorescence | inhibition, % at 20 µM | 340,000 tested, 0.16% active | AID 493160;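 active = inhibition above about 35% when tested at 20 µM, limit read from the data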;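 also: plate controls were DMSO wells with enzyme for no effect and DMSO wells lacking enzyme for full effect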
Target sequence (Q2TB90 whole entry, looked up): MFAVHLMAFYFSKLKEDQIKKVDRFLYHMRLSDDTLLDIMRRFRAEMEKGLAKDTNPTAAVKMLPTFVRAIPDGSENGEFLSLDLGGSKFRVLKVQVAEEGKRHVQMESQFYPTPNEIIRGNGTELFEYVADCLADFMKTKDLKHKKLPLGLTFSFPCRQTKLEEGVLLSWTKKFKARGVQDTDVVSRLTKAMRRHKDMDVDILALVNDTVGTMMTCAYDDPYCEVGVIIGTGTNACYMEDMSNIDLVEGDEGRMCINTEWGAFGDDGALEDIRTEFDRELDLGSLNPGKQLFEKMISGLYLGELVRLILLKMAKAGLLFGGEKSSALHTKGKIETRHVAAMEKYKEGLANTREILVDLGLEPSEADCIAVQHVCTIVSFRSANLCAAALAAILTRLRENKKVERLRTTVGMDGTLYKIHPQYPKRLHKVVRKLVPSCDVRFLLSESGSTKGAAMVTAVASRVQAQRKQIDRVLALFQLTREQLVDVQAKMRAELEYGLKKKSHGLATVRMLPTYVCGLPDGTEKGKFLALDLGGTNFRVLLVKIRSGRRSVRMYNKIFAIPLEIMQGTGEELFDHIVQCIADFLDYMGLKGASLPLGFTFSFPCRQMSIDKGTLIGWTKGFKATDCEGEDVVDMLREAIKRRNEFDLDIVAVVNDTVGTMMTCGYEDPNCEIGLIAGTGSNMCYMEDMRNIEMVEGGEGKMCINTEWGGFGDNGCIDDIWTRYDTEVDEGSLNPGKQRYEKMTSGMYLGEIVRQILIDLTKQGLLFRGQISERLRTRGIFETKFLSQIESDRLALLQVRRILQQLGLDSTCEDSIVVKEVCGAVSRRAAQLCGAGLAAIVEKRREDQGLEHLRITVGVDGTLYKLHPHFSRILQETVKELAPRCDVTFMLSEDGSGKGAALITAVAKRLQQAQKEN
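Test system: recombinant HKDC1 (HK5) hexokinase enzyme, produced in-house / Doses: 20 µM test compound, 1% DMSO / Timing: 90 min, room temperature / Detection: G6PDH/diaphorase-coupled fluorescence, 1 mM NADP, 100 µM resazurin, 525/613 nm / Control set: DMSO wells with and without enzyme mix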
Gli-Sufu antag: antagonists of Gli-Sufu signaling. inhibition, % at 5 µM. Sufu-KO-LIGHT fibroblasts, Gli luciferase reporter luminescence. 340,000 tested, 0.74% active;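 active = inhibition above about 55%, limit read from the data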;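 also: 0% = DMSO-treated cells and 100% = wells with medium but no cells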
SENP8 inh: inhibitors of human SENP8 protease. Q96LD8. purified SENP8, Z-RLRGG-aminoluciferin cleavage, luminescence. inhibition, % at 10 µM. 330,000 tested, 1.2% active. AID 2540
Target sequence (Q96LD8 whole entry, looked up): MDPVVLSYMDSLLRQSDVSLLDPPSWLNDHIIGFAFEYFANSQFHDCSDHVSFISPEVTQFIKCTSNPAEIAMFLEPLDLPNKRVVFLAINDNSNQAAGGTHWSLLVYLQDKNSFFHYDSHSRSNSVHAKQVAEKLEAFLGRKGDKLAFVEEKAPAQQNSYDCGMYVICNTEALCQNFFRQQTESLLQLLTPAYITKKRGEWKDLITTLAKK
Jurkat NFkB inh: lowers PMA/ionomycin-induced NF-kB signal in Jurkat cells | inhibition, % at 4 µM | 330,000 tested, 0.53% active | PMA/ionomycin-induced NF-kB luciferase reporter, luminescence | AID 435003
697 NFkB inh: inhibitors of the PMA/ionomycin-induced NF-kB reporter in 697 B cells | 697 B-cell NF-kB luciferase reporter, 16 h | inhibition, % at 4 µM | 330,000 tested, 0.33% active; in the data active = inhibition above about 35%
SENP7 block: blocks the human protease SENP7; Q9BQF6; recombinant SENP7, Z-RLRGG-aminoluciferin luminescence, 40 min; 330,000 tested, 1.5% active; inhibition, % at 5 µM;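 active = inhibition above about 50% at the single test dose, limit read from the data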;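 also: plate controls were DMSO with enzyme for no effect and no enzyme buffer wells for full effect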
The depositor's hits bear a star. Rule as the data show it, unless noted: active = inhibition above about 50%; inactive = the rest.

SMILES	UBC13 inh	Apaf1 inhib	HKDC1 inh	Gli-Sufu antag	SENP8 inh	Jurkat NFkB inh	697 NFkB inh	SENP7 block
COC(=O)C(Cc1ccccc1)NC(=O)C12CC3CC(CC(C3)C1)C2 (stereo not given)	8	5	3	-5	2	-3	19	2
COc1cccc(C2CC(=O)Nc3c2c(=O)[nH]c2ncnn32)c1 (stereo not given)	-8	8	3	-4	-1	-16	-5	-1
O=C(NC1CCCCCCC1)C1=COCCO1	-2	2	-9	14	5	-14	24	9
O=C(Cn1c(=O)c(=O)n(Cc2ccccc2)c2ccc(Cl)cc21)Nc1ccc(F)cc1F	19	12	-7	-8	3	46	6	-5
COc1ccc(NC(=S)N(CCc2c(C)[nH]c3ccc(C)cc23)Cc2ccco2)cc1	2	4	0	9	9	-3	10	-6
COCCNC(=O)C(C)OC(=O)c1cc2occc2n1C (stereo not given)	-5	-10	-4	-2	-2	0	5	4
Cn1c(NC(=O)/C=C/c2c(F)cccc2Cl)cc(=O)n(C)c1=O	-2	0	7	33	0	-9	-2	-2
O=C(CN1C(=O)C2C3C=CC(C3)C2C1=O)NCCc1ccccc1 (stereo not given)	-11	3	-7	-11	0	-6	-23	5
CC1(c2ccc(Cl)cc2)NC(=S)N2C1NC(=S)N2c1ccccc1 (stereo not given)	25	-17	2	-12	1	-16	-6	10
Cc1ccc(C)c(S(=O)(=O)N2CCN(C(=O)CSC(=S)N3CCCC3)CC2)c1	-1	18	-7	-6	1	-6	-12	-8
Cc1ccc(/C=N/Nc2ccnc3cc(Cl)ccc23)c(C)c1	0	1	-3	60*	6	17	-21	3
Cc1ccc(NC(=O)CCN2C(=O)NC3(CCCC3)C2=O)cc1	0	7	3	0	-7	1	7	5
C=CCSc1nccc(-c2cc(Cl)sc2Cl)n1	-12	18	1	-5	-7	-40	-67	-7
CN(CC(=O)NNC(=O)CNC(=O)c1ccccc1Cl)S(=O)(=O)c1ccc(Cl)cc1	-1	5	0	-29	-6	-4	6	3
CC(C)C(=O)Nc1cccc2nsnc12	-6	-29	-2	-1	3	21	11	3
CCCC(=O)NC(=S)Nc1ccc(Cl)cn1	11	2	-2	-9	5	-8	-27	5
Cc1cccc(-n2ncc3c(NCc4ccco4)ncnc32)c1	6	4	-2	-43	-11	-37	-65	-18
Cc1ccc2c(=O)cc(C(F)F)oc2c1	-1	-4	-1	2	-1	9	0	-1
C=C1C[C@@]23CCC4[C@@](C)(CCC[C@@]4(C)C(=O)O)C2CC[C@]1(O)C3 (stereo not given in full)	-12	-8	2	-14	2	14	1	1
COc1cccc(C(CC(=O)NCc2ccco2)NS(=O)(=O)c2ccc(C)cc2)c1OC (stereo not given)	-6	7	-4	8	-6	-27	-59	-4
O=c1[nH]cnc2nn(-c3ccccc3)nc12	-6	12	0	-26	-15	-28	-31	-8
CCNC(=S)Nc1cc2oc3ccccc3c2cc1OC	7	3	3	-18	1	-17	-21	1
CCCCN=CC1=C(O)C(C(=O)OC)C(C)(C)CC1=O (stereo not given)	4	-14	-8	11	-1	7	6	-7
O=S(=O)(c1ccc(Cl)cc1)n1cnc2ccccc21	-7	10	3	1	-4	1	3	10
Cn1nc(C(=O)NC2CCCN(Cc3ccccc3F)C2)c2ccccc2c1=O (stereo not given)	-13	9	-5	19	16	4	-31	4
O=C(NCCCN1CCCC1=O)c1cccc(S(=O)(=O)Nc2ccc(Br)cc2)c1	0	9	6	-4	-15	1	-4	-13
CC(C)CNC(=O)c1ccccc1Oc1ccccc1	-3	1	-6	7	-16	7	16	10
COc1ccc([C@H]2CC(=O)C=C(c3cccc(F)c3OC)C2)cc1	8	12	27	5	0	29	7	2
CCOC(=S)SCC(=O)N1CCc2cc(OC)ccc2C1C1C(=O)CCCC1=O (stereo not given)	6	-2	12	-5	-6	19	11	10
O=C(Nc1cccc(C(F)(F)F)c1)Nc1ccc2[nH]c(=O)[nH]c2c1	3	6	7	-6	0	-19	3	5
CCN(Cc1ccccc1)C(=O)CCc1nc(-c2ccc(C)cc2)no1	1	21	-2	8	-8	-9	6	3
Cc1ccc(S(=O)(=O)Nc2ccc(O)c3ncccc23)cc1	-21	-3	13	7	0	13	-91	-5
CC(=O)Nc1cc(N2C(=O)CCC2=O)ccc1Cl	10	-5	-7	-5	-5	-11	12	-7
CC(C)(C)NC(=O)CN(C(=O)CSc1nnc(COc2ccccc2)o1)c1cccc(F)c1	2	3	12	5	2	-23	-2	52*
Cc1ccc(NCc2ccc(O)c3ncccc23)cc1C	32	-1	-12	-7	2	25	-42	-3
O=C(Nc1ccc(F)cc1)N(Cc1cccs1)Cc1cc2cc3c(cc2[nH]c1=O)OCO3	3	4	3	-4	0	27	-19	0
Cc1ccc(OCc2nnnn2-c2ccccc2)cc1	22	2	-2	0	-8	3	3	0
CCCCNC(=S)N(Cc1ccco1)Cc1cc2cc3c(cc2[nH]c1=O)OCCO3	-2	13	-8	3	-5	2	16	3
COc1ccc(CNC(=O)COC(=O)c2ccccc2OCC(=O)Nc2ccc(SC(F)F)cc2)cc1	-16	-9	-8	-8	-1	0	-11	-5
COC(=O)c1cc2c(C(F)(F)F)nn(C)c2s1	-9	13	-5	2	-9	-2	5	0

Part of the list above, bar-delimited:
molecule | UBC13 inh | Apaf1 inhib | HKDC1 inh | Gli-Sufu antag | SENP8 inh | Jurkat NFkB inh | 697 NFkB inh | SENP7 block
CCCCN=CC1=C(O)C(C(=O)OC)C(C)(C)CC1=O (stereo not given) | 4 | -14 | -8 | 11 | -1 | 7 | 6 | -7
O=S(=O)(c1ccc(Cl)cc1)n1cnc2ccccc21 | -7 | 10 | 3 | 1 | -4 | 1 | 3 | 10
Cn1nc(C(=O)NC2CCCN(Cc3ccccc3F)C2)c2ccccc2c1=O (stereo not given) | -13 | 9 | -5 | 19 | 16 | 4 | -31 | 4

(listing goes on)
SMILES	UBC13 inh	Apaf1 inhib	HKDC1 inh	Gli-Sufu antag	SENP8 inh	Jurkat NFkB inh	697 NFkB inh	SENP7 block
C=CCC(O)(CC=C)CNC(=O)C1CCC(=O)N(CCCc2ccccc2)C1 (stereo not given)	1	-17	-7	3	-7	-3	10	-8
COc1cc(/C=C(\C#N)C(=O)N2CCc3ccccc32)ccc1O	-46	-2	3	6	-9	-5	28	2
O=S(=O)(NCC(c1cccnc1)N1CCOCC1)c1cccs1 (stereo not given)	4	-22	3	-4	3	3	12	1
O=C(NC(=S)N1CCOCC1)C12CC3CCC(CC(C3)C1)C2	1	-10	-6	2	2	14	1	0
O=C(Cn1ncc(Cl)c(Cl)c1=O)N1CCOCC1	0	-1	-7	3	4	10	-12	8
Cc1ccc(NC(=O)CSc2nc(=O)n(CCN3CCOCC3)c3c2CCCC3)cc1	-1	-4	-6	0	4	-18	-4	1
COc1ccccc1NS(=O)(=O)c1cc(NC(=O)COc2ccccc2F)ccc1N1CCOCC1	-5	7	2	12	-1	-1	-33	7
CCC(=O)N1CCc2cc(Br)cc(S(=O)(=O)CCC(=O)NCc3ccco3)c21	8	3	-2	-2	-1	-10	-7	3
CC1CN(c2ccccc2)CCN1Cc1nc(Cc2ccccc2)no1 (stereo not given)	3	11	-6	-2	6	-8	-8	1
Nc1ccc(-c2nc3c(ccc4ccccc43)[nH]2)cc1	2	-26	5	-1	31	-82	10	31
O=C(CN(c1ccccc1)S(=O)(=O)c1ccc(F)cc1)NCc1cccs1	-2	5	-6	-2	1	0	-7	4
C[C@@H](C(=O)NCc1ccc(S(C)(=O)=O)cc1)[C@H]1C[C@]1(C)[C@H](NC(=O)OCc1ccccc1)c1ccccc1	6	-2	0	-1	6	9	19	1
COc1ccc(-c2nn(-c3ccccc3)cc2/C=C/C(=O)N2CCN(c3ccccn3)CC2)cc1	4	22	-2	17	-4	6	-4	9
CC(=O)OCCCCCCCCCCC[N+]1(C)CCCCC1	8	-2	-14	39	7	8	-10	7
Cc1cc(C)c2c(N)c(C(=O)N/N=C/c3cccnc3)sc2n1	-9	1	-2	-41	5	-41	-42	-5
NC(=O)Cc1ccc(Nc2nnc(-c3ccccc3)c3ccccc23)cc1	2	-19	-5	-3	-1	-4	10	-3
O=C(Nc1cc([N+](=O)[O-])ccc1C(=O)NCCN1CCOCC1)c1ccccc1	-6	1	2	9	-18	-3	-30	-14
Cc1ccc(NC(=O)C(NC2CCCc3ccccc32)c2ccccc2)c([N+](=O)[O-])c1 (stereo not given)	-12	18	-4	5	-3	-41	-46	-7
O=C(c1ccc(-n2nc(C(F)(F)F)c3c2CCCC3)cc1)N1CCOCC1	2	-1	-6	7	-1	0	3	-1
O=C(CCCCn1c(=O)[nH]c2ccccc2c1=O)N1CCN(c2cccc(C(F)(F)F)c2)CC1	8	35	3	17	-3	8	-32	6

Taken from above.
`COc1ccc(-c2nn(-c3ccccc3)cc2/C=C/C(=O)N2CCN(c3ccccn3)CC2)cc1` – Jurkat NFkB inh: 6
`O=C(CN1C(=O)C2C3C=CC(C3)C2C1=O)NCCc1ccccc1` (stereo not given) – SENP8 inh: 0
`Cn1nc(C(=O)NC2CCCN(Cc3ccccc3F)C2)c2ccccc2c1=O` (stereo not given) – HKDC1 inh: -5
`Cc1ccc(NC(=O)CSc2nc(=O)n(CCN3CCOCC3)c3c2CCCC3)cc1` – SENP8 inh: 4
`COC(=O)C(Cc1ccccc1)NC(=O)C12CC3CC(CC(C3)C1)C2` (stereo not given) – Jurkat NFkB inh: -3

(continued)
SMILES	UBC13 inh	Apaf1 inhib	HKDC1 inh	Gli-Sufu antag	SENP8 inh	Jurkat NFkB inh	697 NFkB inh	SENP7 block
Cc1c(C(=O)N(C)C)sc(NC(=O)c2cccc([N+](=O)[O-])c2)c1C#N	-4	-3	-4	-6	-8	-16	-37	9
COc1ccc(N(CC(=O)Nc2cc(C)ccc2C)S(=O)(=O)c2c(C)[nH]c(=O)[nH]c2=O)cc1	-3	-9	-1	-7	-6	4	10	3
O=C(Cn1cnc2c(nnn2Cc2ccc(F)cc2)c1=O)NC1CCCC1	0	1	-10	1	-4	3	4	-2
CC(C)C(=O)Nc1cc(S(=O)(=O)Nc2ccc(Cl)cc2)ccc1Cl	-4	28	4	10	0	-9	-23	-12
O=[N+]([O-])c1ccc(-c2csc3[n+]2CCS3)cc1	-6	0	-12	3	6	-1	5	6
COc1cc2[nH]c(C(=O)NCc3ccccc3)cc2c(OC)c1OC	13	-4	-2	7	7	-14	28	-1
COc1cc(OC)cc(C(=O)NCC2CCCN(C(=O)c3csc(C(C)C)n3)C2)c1 (stereo not given)	-7	2	6	-8	-2	11	10	-2
O=C(Nc1nc(-c2ccccc2)cs1)c1ccccc1NS(=O)(=O)c1ccc(F)cc1	-4	26	20	53	7	13	47*	11
CNc1ccccc(-c2ccc3cc4c(cc3n2)OCO4)c1=O	-27	19	18	41	-2	11	-35	7
O=C(NCc1ccco1)c1ccc2ccccc2n1	5	11	-14	-6	-3	1	2	5
CCN1C(=O)[C@H]2[C@@H](c3ccc(-c4cccc(Cl)c4)c(OC)c3)N3CCC[C@@]3(C(=O)OC)[C@H]2C1=O	-3	19	3	-13	1	10	-9	3
O=C(CSc1nc(-c2ccccc2)cc(C(F)(F)F)n1)NCCN1CCOCC1	5	1	1	-14	-1	-6	13	4
Cc1cc(C(F)(F)F)nc(SCC(=O)NC2CC3CCC2C3)n1 (stereo not given)	2	-10	12	-3	3	8	-5	-1
COc1ccc(CC(=O)OCC(=O)Nc2ncc(Cl)c(C)c2Cl)cc1	-6	5	9	-3	7	-11	-20	-9
c1ccc(-c2ccc(-c3csnn3)cc2)cc1	-5	-1	-4	-72	-14	-122	-125	46
COCCN=C(NS(=O)(=O)c1cccs1)c1ccccc1Cl	5	-11	1	-4	-1	-7	3	2
Fc1ccccc1Cn1nnc2c(-n3ccnc3)ncnc21	4	0	-3	5	1	-15	-1	5
COCCn1c(SCC(=O)Nc2sc(C)c(C)c2C#N)nnc1C(C)C	11	1	-5	-3	-3	-4	8	-2
Cc1ccc(S(=O)(=O)Nc2cccnc2)c(C)c1C	-7	-11	-2	0	-5	2	-34	13
CC(=O)NC1(c2cccc(F)c2)CCN(CC(=O)NC(C)C)CC1	4	-5	0	7	-4	-12	12	-4
O=C(NCCSCc1c(F)cccc1Cl)c1ccc(CN2CCOCC2)cc1	-8	11	-7	2	-1	8	-31	9
